EBV LMP1 NFkB: inhibitors of Epstein-Barr LMP1-induced NF-kappaB reporter. LMP1-induced NF-kappaB luciferase reporter cells, luminescence. inhibition, % at 12.5 µM. 350,000 compounds, 0.69% hits. AID 504558; in the data active = inhibition above about 41%;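 note: 0% = neutral control wells and 100% = reference inhibitor control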
TWEAK Fn14 block: TWEAK-Fn14 signaling inhibition; AID 1159606; 360,000 compounds, 2% hits; inhibition, % at 10 µM; TWEAK-stimulated Fn14 reporter cells, luciferase luminescence, 8 h; in the data active = inhibition above about 50%
NCOA3 inh: inhibits human SRC3 coactivator; HEK293 GAL4-SRC3 luciferase reporter, luminescence; AID 588352; 360,000 compounds, 0.17% hits; inhibition, % at 3.6 µM;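 active = inhibition above a per-campaign cutoff, the mean of all compounds plus 3 SD, cut at about 60% in these data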;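 note: 0% = DMSO-treated cells and 100% = gossypol-treated cells at 36 µM; higher means less SRC3-driven luciferase light from the GAL4 reporter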
TLR9-MyD88 block: inhibitors of human TLR9-MyD88 binding; Q9NR96+Q99836; CHO BLA complementation TLR9-MyD88, CCF4 FRET ratio; inhibition, % at 4.98 µM; 340,000 compounds, 0.21% hits; AID 504734;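 active = inhibition above the mean over all tested compounds plus 3 SD, cut at about 21% in these data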;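 note: 0% = DMSO only wells and 100% = clavulanate BLA inhibitor control wells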
NOD2-RIPK2 inh: inhibitors of human NOD2-RIPK2 interaction. O43353. CHO BLA complementation NOD2-RIPK2, CCF4 ratio. 360,000 compounds, 0.38% hits. inhibition, % at 4.98 µM; in the data active = inhibition above about 21%;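 note: 0% = vehicle only and 100% = reference blocker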
NCOA2 inhibitor: inhibits human steroid receptor coactivator 2 | Q15596 | HEK293 GAL4-SRC2 luciferase reporter, luminescence | inhibition, % at 9 µM | 370,000 compounds, 0.17% hits | AID 651957;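 active = inhibition above the mean inhibition of all tested compounds plus 3 SD, set per campaign, cut at about 52% in these data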;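 note: 0% = DMSO treated cells and 100% = cells given Gossypol at 36 µM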
NR5A2 inv ag: inverse agonists of human LRH-1 (NR5A2); O00482; HEK293T StAR-luciferase reporter, LRH-1 transfected, 24 h; inhibition, % at 3.6 µM; 360,000 compounds, 0.13% hits; AID 602396;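 active = inhibition above the mean inhibition of all tested compounds plus 3 SD, cut at about 73% in these data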;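 note: 0% = DMSO wells and 100% = reporter-only cells lacking LRH-1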
Target sequence (O00482 whole entry, looked up): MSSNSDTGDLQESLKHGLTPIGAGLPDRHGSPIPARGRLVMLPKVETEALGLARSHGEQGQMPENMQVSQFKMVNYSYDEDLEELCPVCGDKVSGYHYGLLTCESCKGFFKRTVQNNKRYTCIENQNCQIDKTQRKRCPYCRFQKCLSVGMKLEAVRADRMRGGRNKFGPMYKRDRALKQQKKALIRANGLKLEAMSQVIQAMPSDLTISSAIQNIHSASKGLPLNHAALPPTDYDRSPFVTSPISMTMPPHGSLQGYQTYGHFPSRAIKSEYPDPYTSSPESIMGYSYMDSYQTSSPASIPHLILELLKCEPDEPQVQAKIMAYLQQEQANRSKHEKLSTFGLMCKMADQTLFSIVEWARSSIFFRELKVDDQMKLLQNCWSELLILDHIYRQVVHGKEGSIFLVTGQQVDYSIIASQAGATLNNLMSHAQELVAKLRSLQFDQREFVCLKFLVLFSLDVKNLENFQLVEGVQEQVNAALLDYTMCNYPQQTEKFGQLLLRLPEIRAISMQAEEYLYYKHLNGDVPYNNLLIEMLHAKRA
COUP-TFII inh: NR2F2 (human) inhibition, primary screen; P24468; HEK293T NGFI-A luciferase reporter, luminescence; inhibition, % at 8.6 µM; 370,000 compounds, 0.7% hits; AID 686940;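 active = inhibition above a per-plate cutoff, mean inhibition of test wells between control levels plus 3 SD, cut at about 38% in these data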;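 note: cells cotransfected with COUP-TFII expression vector driving the NGFI-A reporter; 0% = median of COUP-TF2 test wells and 100% = reporter-only cells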
Target sequence (P24468 whole entry, looked up): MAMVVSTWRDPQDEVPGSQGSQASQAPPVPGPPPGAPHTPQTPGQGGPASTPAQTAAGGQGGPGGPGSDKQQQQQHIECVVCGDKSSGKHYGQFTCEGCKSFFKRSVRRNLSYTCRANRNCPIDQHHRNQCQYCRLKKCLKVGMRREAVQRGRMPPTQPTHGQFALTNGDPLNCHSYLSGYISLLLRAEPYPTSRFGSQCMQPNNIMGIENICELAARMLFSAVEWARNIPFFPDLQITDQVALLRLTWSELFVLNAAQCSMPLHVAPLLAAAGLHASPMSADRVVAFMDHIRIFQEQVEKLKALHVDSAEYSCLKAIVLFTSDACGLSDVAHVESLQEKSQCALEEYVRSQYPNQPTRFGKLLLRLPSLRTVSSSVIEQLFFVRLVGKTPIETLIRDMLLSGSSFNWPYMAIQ
TRAIL sens C8: sensitizes caspase-8 expressing cells to TRAIL; 360,000 compounds, 1% hits; AID 624354; inhibition (viability loss, TRAIL sensitization), % at 10 µM; NB7+C8 cells + TRAIL, ATPlite viability luminescence;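 active = compounds causing at least 50% loss of cell viability in the single-dose screen, relative to plate controls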
SRC1 inh: human NCOA1 inhibition; Q15788; HEK293 GAL4-SRC1 luciferase reporter, luminescence; inhibition, % at 3.6 µM; 360,000 compounds, 0.12% hits; AID 588354;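 active = inhibition above the campaign mean plus 3 SD, with each screening campaign given its own cutoff, cut at about 60% in these data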;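 note: 0% = DMSO treated cells and 100% = gossypol at 36 µM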
TROY signal inh: blocks TROY-dependent signaling in reporter cells. Q293 LMP1-TROYcd NF-kB luciferase reporter, 4 h. inhibition, % at 10 µM. 360,000 compounds, 0.98% hits. AID 1347056;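 active = compounds whose plate-normalised and pattern-corrected inhibition of the luciferase reporter signal at the single screening dose is 50% or more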
* hit, by the source's call; nt = not tested or not shown. Not all compounds are listed; count on the stated rates, not on these rows.

SMILES	EBV LMP1 NFkB	TWEAK Fn14 block	NCOA3 inh	TLR9-MyD88 block	NOD2-RIPK2 inh	NCOA2 inhibitor	NR5A2 inv ag	COUP-TFII inh	TRAIL sens C8	SRC1 inh	TROY signal inh
CC1CCc2sc(C(=O)NCc3ccccn3)cc2C1 (stereo unspecified)	-31.6	-29.2	-52.4	-11.2	-7.2	-66.4	-103.9	-9.8	3.2	-54.6	-66.0
O=C(CCC1CCCN(C(=O)c2ccc3[nH]ccc3c2)C1)N1CCN(c2ccccn2)CC1 (stereo unspecified)	0.0	11.1	3.6	4.2	0.7	31.1	0.4	25.7	8.6	1.6	12.3
CC(C)n1c(-c2ccncc2)n[nH]c1=S	-4.0	-13.3	-4.9	10.4	-0.8	-5.4	-8.2	-2.3	0.0	-15.8	-13.7
CCN(Cc1ccccc1)C(c1ccc(Cl)cc1)c1nnnn1C(C)(C)C (stereo unspecified)	2.4	13.4	5.7	-6.6	-14.4	2.8	-11.7	14.0	13.4	3.0	-3.3
COc1ccc(Cc2nnc(Nc3ccccc3OC)[nH]c2=O)cc1	3.0	7.6	2.6	6.4	2.2	-28.0	-8.4	10.5	-6.8	-17.8	2.9
CC1CCCC(C)N1C(=O)CN1CCN(c2nc(-c3ccc(F)cc3)cs2)CC1 (stereo unspecified)	14.5	40.3	-1.3	0.3	-7.1	15.8	5.6	21.5	10.3	-4.8	30.1
COc1cccc(C(=O)Nn2cnnc2)c1OC	1.6	3.8	-4.9	-1.3	-3.6	-4.8	-9.5	8.2	-2.3	5.0	-3.2
CCN1C(=O)c2cccc3c(S(=O)(=O)Nc4ncccc4C)ccc1c23	1.2	22.2	13.9	-3.4	-0.2	-40.9	6.0	-45.2	20.8	-28.1	1.9
COc1ccc(-c2nc(N)ncc2Oc2ccccc2Br)c(O)c1	-16.7	25.2	-28.9	6.8	9.3	-2.9	2.1	-0.6	-2.4	6.4	3.2
COc1ccccc1NC(=O)CSc1nnc(-c2ccccc2)o1	-5.4	-11.2	-58.6	3.6	-5.9	-38.4	-119.8	-21.0	17.5	-130.8	-14.5
CCCn1c(C(C)Nc2nc(-c3ccc(Cl)c([N+](=O)[O-])c3)cs2)nc2cc(Cl)c(N3CCCCC3)cc21 (stereo unspecified)	-0.2	-10.1	-31.2	-3.5	-9.4	nt	-7.4	nt	-0.5	-10.9	-9.7
CCCCNc1c(-c2cc3ccccc3o2)nc2nc(C)cc(C)n12	nt	1.6	nt	nt	10.4	-31.6	-21.0	-14.0	-9.6	nt	-51.9

Random excerpt: two entries already listed.
SMILES	EBV LMP1 NFkB	TWEAK Fn14 block	NCOA3 inh	TLR9-MyD88 block	NOD2-RIPK2 inh	NCOA2 inhibitor	NR5A2 inv ag	COUP-TFII inh	TRAIL sens C8	SRC1 inh	TROY signal inh
O=C(CCC1CCCN(C(=O)c2ccc3[nH]ccc3c2)C1)N1CCN(c2ccccn2)CC1 (stereo unspecified)	0.0	11.1	3.6	4.2	0.7	31.1	0.4	25.7	8.6	1.6	12.3
CCCn1c(C(C)Nc2nc(-c3ccc(Cl)c([N+](=O)[O-])c3)cs2)nc2cc(Cl)c(N3CCCCC3)cc21 (stereo unspecified)	-0.2	-10.1	-31.2	-3.5	-9.4	nt	-7.4	nt	-0.5	-10.9	-9.7

Next structures
SMILES	EBV LMP1 NFkB	TWEAK Fn14 block	NCOA3 inh	TLR9-MyD88 block	NOD2-RIPK2 inh	NCOA2 inhibitor	NR5A2 inv ag	COUP-TFII inh	TRAIL sens C8	SRC1 inh	TROY signal inh
CCOC(=O)N1CCN(C(=O)CN(C)S(=O)(=O)c2ccc(Cl)cc2)CC1	-2.2	-12.4	-5.2	9.5	-11.6	-20.2	-6.9	1.9	-21.9	-22.6	-11.2
COc1ccc(CNC(=O)C(C)OC(=O)C23CC4CC(CC(O)(C4)C2)C3)cc1 (stereo unspecified)	3.4	-10.0	-5.1	-11.8	-8.8	-9.0	9.6	4.9	-0.1	-7.7	3.5
CCCn1c(C)nc2c(c1=O)c1nc3ccccc3nc1n2CCC1=CCCCC1	-26.2	-0.6	8.5	7.9	-1.1	-29.5	25.3	-0.2	12.7	1.2	-49.2
COc1ccc(OC)c(Nc2nc3nonc3nc2N2CCCCC2)c1	0.1	-24.1	6.4	0.2	-3.5	13.0	4.4	-5.9	-8.3	5.7	-2.5
Cc1cc(Cl)ccc1OCC(=O)NNC(=O)c1cccnc1	5.7	-18.2	-26.4	-3.0	-1.4	-0.3	-13.7	-10.1	6.5	-26.2	-5.6
CCC(Sc1nc(-c2cccc(OC)c2)c(C#N)c(=O)[nH]1)C(=O)Nc1nnc(C(C)C)s1 (stereo unspecified)	-1.4	6.9	-6.2	-4.5	-11.5	-12.2	13.6	7.5	-4.7	3.3	9.1
COc1ccccc1/C=C/C=N/NC(=O)CCn1cnc2ccccc21	3.4	-10.8	8.4	8.3	-4.0	-1.9	12.2	-6.2	13.9	-12.1	-16.2
CN(C)/C(Cn1cncn1)=C1/N=C(c2c(F)cccc2F)OC1=O	12.3	30.0	6.5	-1.7	-9.1	3.9	7.8	5.4	-14.5	-14.6	12.4
CCc1nn(CC(=O)N2CCN(c3cc(C)ccc3C)CC2)c(=O)c2cc3occc3n12	10.1	0.2	-2.1	7.0	-13.1	-0.7	4.1	6.5	3.6	-13.3	3.7
Cn1c(=O)c(=O)n(C)c2cc(S(=O)(=O)CCC(=O)N3CCCCC3)ccc21	-2.4	0.6	-8.5	1.3	1.0	-14.7	0.2	7.2	-5.3	-9.5	-2.4
COCCn1nc2cc(C(=O)NCC34CC5CC(CC(C5)C3)C4)ccc2c1OC	3.7	5.2	-26.1	-0.7	7.6	7.3	7.7	0.7	-10.2	5.3	-8.8
Cc1nn(C(=O)c2cccc([N+](=O)[O-])c2)c(C)c1Cl	4.3	-8.0	-7.1	2.7	-10.6	0.7	-2.5	-22.6	-23.2	-6.9	11.3

The list goes on:
SMILES	EBV LMP1 NFkB	TWEAK Fn14 block	NCOA3 inh	TLR9-MyD88 block	NOD2-RIPK2 inh	NCOA2 inhibitor	NR5A2 inv ag	COUP-TFII inh	TRAIL sens C8	SRC1 inh	TROY signal inh
CCc1ccc(NC(=O)/C(C#N)=C/c2cn(CC(=O)O)c3ccccc23)cc1	-7.9	-23.1	4.1	0.1	3.4	-17.4	0.5	4.7	-3.8	10.7	-7.4
COc1ccc(NS(=O)(=O)c2ccc3c(c2)OCCO3)cc1OC	31.5	23.2	26.1	7.0	1.6	39.1	65.9	57.2*	0.3	16.9	1.5
COc1ccccc1N(C)S(=O)(=O)c1ccc(C(=O)NC2CCCCC2)cc1	-14.2	-11.2	-0.3	-8.2	-6.4	4.6	-6.0	-22.4	8.5	-0.4	3.4
Cc1nc(/C(N)=N/OC(=O)c2c(-c3ccccc3Cl)noc2C)cs1	-6.7	-9.0	6.6	-0.4	2.6	6.7	12.8	3.8	-10.8	4.5	5.2
Cc1cc(C)n2c(SCc3nnc(-c4cccs4)o3)nnc2n1	-1.2	0.8	-10.2	-2.6	3.3	nt	0.6	nt	-4.6	-13.2	-24.0
Cc1ccccc1-n1nc2c(c1NC(=O)c1ccco1)CS(=O)(=O)C2	1.7	29.9	5.3	-6.4	-10.8	8.6	16.5	-6.3	-1.9	9.0	5.1
CC1CCCN(S(=O)(=O)CCNC(=O)c2ccc3c(c2)OCO3)C1 (stereo unspecified)	-3.4	-18.3	20.2	1.6	6.2	-4.6	-10.5	9.2	6.9	8.1	-22.8
O=C(Nc1cccc(C(=O)N2CCN(c3cccc(Cl)c3)CC2)c1)c1ccccc1	-0.9	45.5	16.7	2.2	-4.1	-17.3	-21.2	8.6	4.2	-4.2	46.9
O=C(NCc1ccncc1)C1CCN(S(=O)(=O)c2cc(Cl)ccc2Cl)CC1	-8.2	7.4	10.7	-0.4	-11.1	-3.7	-5.2	27.9	-4.6	5.5	5.3
CC1CCCC(C)N1C(=O)COC(=O)c1ccc(S(=O)(=O)N(C)c2ccccc2)cc1 (stereo unspecified)	2.5	-12.8	12.2	-1.0	-12.4	15.4	0.8	-0.6	-10.1	6.2	13.1
O=C(Nc1cnc2ccccc2c1)N1CCOCC1	-7.8	-10.5	-41.5	-2.0	-11.0	-39.0	-69.8	-32.7	-7.8	-41.5	-14.6
Cc1cc(N2CCN(C)CC2)nc2ccc(NC(=O)CCC(=O)NCc3ccco3)cc12	-3.2	4.2	-5.5	3.0	-0.9	1.9	3.7	-9.9	-3.0	-9.6	-15.2

Next part
SMILES	EBV LMP1 NFkB	TWEAK Fn14 block	NCOA3 inh	TLR9-MyD88 block	NOD2-RIPK2 inh	NCOA2 inhibitor	NR5A2 inv ag	COUP-TFII inh	TRAIL sens C8	SRC1 inh	TROY signal inh
Cc1ccsc1C(=O)OCC(=O)N(C)C1CCCCC1	-18.1	63.0*	-95.0	8.7	-3.3	-16.0	-173.2	-24.5	3.4	-121.9	31.9
Cc1ccccc1C(=O)c1cccn1CC(=O)NC(C)c1ccccc1 (stereo unspecified)	-4.5	-12.3	-11.3	-0.2	-15.3	-3.1	-4.6	32.5	0.2	3.5	-11.0
COc1ccccc1-n1c(N)cc(=O)nc1SCC(=O)Nc1cc(C)on1	-1.1	-3.1	0.8	1.7	-0.2	15.2	-7.4	-10.7	-1.6	5.5	12.7
O=C(NCc1ccc2c(c1)OCO2)c1nc(Cn2ccc([N+](=O)[O-])n2)no1	-2.5	25.0	-5.2	6.5	5.9	-9.7	-0.6	3.2	-10.6	-34.8	-24.3
Cc1cc(NC(=O)COC(=O)c2cnccn2)ccc1Br	-2.6	-0.8	-4.9	12.6	-7.4	-5.6	7.8	-5.6	-16.7	-7.2	1.4
O=C1C(Oc2ccc(Cl)cc2)C(c2ccc3c(c2)OCO3)N1CC1CCCO1 (stereo unspecified)	-6.0	6.5	19.3	-7.2	-2.3	14.8	25.3	4.1	0.2	4.9	16.8
O=C(NCCc1ccccc1)C(=Cc1ccc(C(=O)O)cc1)C(=O)NCCc1ccccc1	-18.1	7.3	16.1	6.5	-3.4	-34.0	4.0	4.2	-3.2	-23.3	-0.2
COc1ccc(NC(=O)CSc2nnc3c4c(nc(-c5ccccc5)n23)CC(C)(C)OC4)cc1	3.3	21.8	6.7	0.1	2.1	-18.8	16.6	4.8	9.9	-4.3	2.6
CCOC(=O)C1(CCOc2ccccc2)CCN(Cc2cc(OC)c(O)c(OC)c2)CC1	1.7	-14.7	-3.6	-7.8	6.5	-4.6	-12.2	-0.8	-6.6	15.3	-9.2

Assay outcomes deposited in PubChem by several laboratories.
